Screens: PubChem, several laboratories
eIF4E-4G inh – eIF4E–eIF4G protein interaction inhibitors, primary screen, biochemical, uHTS, TR-FRET, eIF4GI fragment; 0.37% of 220,000 active; inhibition, % at 21.7 µM; TR-FRET eIF4E-eIF4GI(517-606) binding, 2 h;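 note: 0% = full FRET control wells and 100% = background wells lacking eIF4GI fragment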
KCC2 mod – KCC2 cotransporter modulators, thallium flux, primary screen, cell-based, HEK293 KCC2, FluoZin-2 fluorescence, MLSMR | AID 1456, 2008 | B-score of Tl+ flux slope (higher = more flux/activation; lower = inhibition) at 10 µM | KCC2 cells, thallium flux FluoZin-2 fluorescence | 2.2% of 190,000 active | Solute carrier family 12 member 5 (Homo sapiens), Q9H2X9;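 active = thallium flux slope and its plate-corrected score both differing from the plate sample mean at a set confidence after two filtering rounds, in either direction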;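 note: slope of fluorescence scaled to starting intensity during 10 to 20 s after thallium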
KLK5 inh – human KLK5 protease inhibitors, primary screen, biochemical, 1536-well; recombinant hK5, fluorogenic AMC substrate cleavage; Kallikrein-5 (Homo sapiens), Q9Y337; inhibition, % at 5 µM; AID 873, 2007; 0.59% of 210,000 active;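 active = inhibition of 40% or more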;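 note: 0% = enzyme controls without compound and 100% = no-enzyme blanks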
Target sequence (Q9Y337 67-293 limits assumed): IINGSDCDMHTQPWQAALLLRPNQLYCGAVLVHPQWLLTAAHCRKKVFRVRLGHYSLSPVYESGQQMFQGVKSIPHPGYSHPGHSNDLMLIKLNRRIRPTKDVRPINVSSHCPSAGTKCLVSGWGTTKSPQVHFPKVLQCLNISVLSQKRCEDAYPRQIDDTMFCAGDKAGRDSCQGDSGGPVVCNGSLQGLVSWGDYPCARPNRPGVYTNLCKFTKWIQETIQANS
Furin inhibitor – human furin inhibitors, primary screen, biochemical, fluorescence intensity; purified furin, fluorogenic substrate cleavage; 0.061% of 220,000 active; inhibition, % at 30 µM; in the data active = inhibition above about 25%; note: inactives centre near -15
EBV gp42 block – Epstein-Barr virus gp42 inhibitors, primary screen, biochemical, uHTS, fluorescence polarization | Glycoprotein 42 (Epstein-Barr virus (strain AG876)), Q1HVG2 | AID 1085, 2008 | Fluorescence polarization binding assay, mP read-out | inhibition, % (tested at 21.74 µM) | 0.42% of 220,000 active; in the data active = inhibition above about 50%
p47phox inh – p47phox/p22phox peptide binding inhibitors, primary screen, biochemical, uHTS, NADPH oxidase regulatory subunit; Neutrophil cytosol factor 1 (Homo sapiens), P14598; fluorescence polarization, 2 h; inhibition, % at 24.7 µM; 0.53% of 220,000 active; AID 1274, 2008;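 note: 0% = p47phox with labelled peptide and 100% = labelled peptide alone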
Target sequence (P14598 whole entry, looked up): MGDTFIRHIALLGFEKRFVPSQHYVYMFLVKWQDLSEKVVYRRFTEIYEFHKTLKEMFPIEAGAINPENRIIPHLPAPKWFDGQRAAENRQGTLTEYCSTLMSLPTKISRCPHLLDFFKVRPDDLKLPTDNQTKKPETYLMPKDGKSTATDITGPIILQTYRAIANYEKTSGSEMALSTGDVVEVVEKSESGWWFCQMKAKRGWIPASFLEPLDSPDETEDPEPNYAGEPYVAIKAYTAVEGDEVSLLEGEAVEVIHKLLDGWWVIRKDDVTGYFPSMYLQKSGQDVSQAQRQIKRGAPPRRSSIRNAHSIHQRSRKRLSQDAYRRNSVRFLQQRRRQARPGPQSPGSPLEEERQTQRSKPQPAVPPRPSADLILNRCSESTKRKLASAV
Rad51 HR inh – human RAD51 strand exchange inhibitors, primary screen, biochemical, fluorescence; DNA repair protein RAD51 homolog 1 (Homo sapiens), Q06609; hRad51 DNA strand exchange, fluorescence dequenching; inhibition, % at 10 µM; 0.085% of 200,000 active; AID 1385, 2008;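 active = inhibition above 40% at the single screening dose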;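 note: 0% = DMSO control wells and 100% = blanks with heterologous ssDNA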
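Read-out basis: percent inhibition relative to plate controls and blanks / Assay system: human Rad51 nucleoprotein filaments preassembled on unlabelled ssDNA / Timing: filaments 15 min 37 °C, then compound 30 min / Control set: per-plate controls and blanks / Technique: fluorescence dequenching at 485/520 nm / Compound: 10 µM final, single point / Also added: Fluorescein- and BHQ1-tagged 47-mer duplex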
thrombin 1536 – human alpha-thrombin inhibitors, primary screen, counter-screen for coagulation protease inhibitor project, biochemical, 1536-well, fluorogenic AMC substrate | 0.26% of 220,000 active | inhibition, % at 5 µM | Prothrombin (Homo sapiens), P00734 | Boc-VPR-AMC fluorogenic substrate cleavage;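 active = inhibition at or above 40%; inactive = inhibition below 40%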;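 note: 0% = enzyme with no compound and 100% = wells without enzyme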
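Material: Human alpha-thrombin protein | Buffer or medium: pH 7.5 Tris-saline with Tween 20 | Reagent: Boc-VPR-AMC substrate, 15 µM final | Schedule: Reaction at ambient temperature | Detection: AMC fluorescence at 355 nm excitation and 460 nm emission | Evaluation: Percent inhibition scaled between no-compound controls and no-enzyme blanks | Controls: no-compound enzyme wells and no-enzyme blanks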
14-3-3 Bad inh – inhibitors of 14-3-3 zeta/Bad binding, primary screen, biochemical, TR-FRET, bovine 14-3-3 zeta. inhibition, % at 21.7 µM. TR-FRET 14-3-3zeta/Dy647-pBad peptide displacement, 1 h. 0.71% of 220,000 active. AID 781, 2007;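 active = inhibition above about 70%, limit read from the data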;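 note: 0% = full 14-3-3 plus peptide FRET controls and 100% = background without 14-3-3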
Target sequence (P63103 whole entry, looked up): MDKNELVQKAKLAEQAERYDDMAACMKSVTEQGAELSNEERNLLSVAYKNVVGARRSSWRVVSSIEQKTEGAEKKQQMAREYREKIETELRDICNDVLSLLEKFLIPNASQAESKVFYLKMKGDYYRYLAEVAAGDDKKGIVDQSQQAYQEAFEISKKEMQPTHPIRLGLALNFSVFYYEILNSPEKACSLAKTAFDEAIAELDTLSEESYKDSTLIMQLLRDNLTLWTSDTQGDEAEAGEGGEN
The depositor's hits bear a star; . = not tested or not shown; [ ] = dose if it differs, or a comment.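 Rule for the calls, unless noted: active = inhibition above about 30% (limit read from the data); inactive = the rest.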 The order is random. Share with any hit: about 4.7%.

SMILES	eIF4E-4G inh	KCC2 mod	KLK5 inh	Furin inhibitor	EBV gp42 block	p47phox inh	Rad51 HR inh	thrombin 1536	14-3-3 Bad inh
COC(=O)CCCNC(=O)CC1C(=O)NCCN1Cc1ccoc1 (centres undefined)	-0.8	0.14	.	-33.2	4.5	13.5	20.8	-1.9	-14.2
CCOC(=O)C1=C(C)N(c2ccc(C)c(C)c2)C(=O)/C1=C\c1ccco1	-2.2	.	-6.3	8.5	-13.6	-3.3	0.7	5.1	-4.9
Cc1cc(/C=N/NC(N)=S)c(C)n1-c1cccc(Cl)c1	4.0	-0.552	3.4	-16.3	-20.7	-1.9	-6.9	-5.4	-6.4
O=C1c2cccc3c([N+](=O)[O-])ccc(c23)C(=O)N1CCc1ccccn1	7.4	-0.391	-2.5	-27.3	13.7	-7.5	-7.0	-2.6	16.7
COc1ccc(OCCCC(=O)Nc2ccc3c(c2)OCCO3)cc1	-12.1	1.09	-6.7	-21.7[20 µM]	-1.3	-6.2	-1.0	-3.4	57.4
CCCOc1ccc(C(=O)NCCO)cc1	-0.7	5.94*	-22.9	-24.2[20 µM]	-4.3	-8.1	4.2	0.2	-12.5
COc1ccc(/C=N/NC(=O)Cc2csc(Nc3cccc(C(F)(F)F)c3)n2)c(OC)c1	0.9	0.372	-3.4	-7.4[20 µM]	-10.1	-6.8	-3.1	2.6	-12.3
COc1ccccc1C(=O)OCc1ccc2sc(C)nc2c1	1.6	-0.394	.	-16.1	-3.1	-15.5	.	-2.9	10.6
CN(C)S(=O)(=O)c1ccc(N2CCCC2)c(C(=O)Nc2nc3ccccc3s2)c1	1.9	-1.68	-11.1	-19.5	-12.0	-20.8	.	-2.3	-9.5
O=C(COC(=O)CN1C(=O)c2cccc([N+](=O)[O-])c2C1=O)NC1CCS(=O)(=O)C1 (centres undefined)	-0.7	-0.385	5.2	-12.3	-12.7	-1.3	-15.9	-5.3	2.5
COC(=O)c1nnn(-c2cc(Cl)cc(Cl)c2)c1C(=O)OC	10.6	-0.13	-4.2	-12.8	-4.2	-3.1	11.6	-0.9	5.8
Cc1nc(N)nc(-c2ccccc2O)n1	1.9	0.737	-4.0	-26.9[20 µM]	-20.1	-7.8	3.1	1.6	-4.4
Cc1nc2cc(N=NC3=C(O)CCCC3=O)ccc2s1	5.2[fluorescence artefact?]	0.194	-5.7	5.9	-15.0	-9.6	.	5.0	-3.2
COc1ccc(C)cc1S(=O)(=O)Nc1ccc2c(c1)OCO2	-1.0	0.0239	-3.4	-16.2	2.4	2.5	1.4	-16.4	-8.3
NC(=O)[C@@H]1CC2(CC(c3cccc(NC(=O)[C@@H]4CCC(=O)N4)c3)=NO2)CN1C(=O)Cc1ccc([N+](=O)[O-])cc1 (some centres undefined)	0.7	-0.0111	2.5	-23.9	-17.1	1.6	-5.2	-1.8	-6.3
COc1ccc2cc(-c3[nH]ncc3CN3C[C@@H]4CCC[C@H]3C4)ccc2c1	-1.1	-0.338	5.2	-14.8	-3.9	-10.9	4.1	1.0	3.1
CC(Sc1nc(NC(C)(C)C)nc(N(C)C)n1)C(=O)Nc1ccccc1 (centres undefined)	-2.2	-0.453	4.4	-23.9	-16.6	2.9	-1.2	19.2	-3.9
Cc1nc(CS(=O)(=O)c2ccccc2)cc(N2CCOCC2)n1	-5.0	0.882	1.8	-23.3	-9.2	6.6	21.8	-4.4	2.3
C#CC(CC)(CC)NC(=O)c1ccc(Br)s1	-5.8	-1.47	-13.2	-23.6	-3.8	-10.4	7.8	-1.8	50.0
O=C(COC(=O)CCCOc1ccc(Cl)cc1Cl)Nc1cccc(Cl)c1	3.4[fluorescence artefact?]	-0.387	-18.2	-9.6	-5.3	-8.4	-28.4	-2.1	5.8
O=C(c1ccccc1)N1CCN(C2CC3CCC2C3)CC1 (centres undefined)	2.1	0.0766	-5.8	-15.8	-12.2	-5.0	0.8	3.7	49.5[fluorescence artefact?]
C/C(Nc1cccc(F)c1)=C(/C#N)C(N)=O	3.1[fluorescence artefact?]	1.33	0.1	-5.5[20 µM]	4.5	-14.9	-6.2	0.7	8.2
COc1ccc(S(=O)(=O)NCCc2ccc(F)cc2)cc1	-3.3	-0.525	-26.5	-18.6[20 µM]	49.6	-6.7	-5.7	-9.2	-15.2[fluorescence artefact?]
Cc1nc(-c2nnc(SCC(=O)Nc3cc(Cl)cc(Cl)c3)n2C)cs1	1.5	-0.325	8.0	-25.6	-9.1	-3.1	.	2.4	0.5
Cc1cc(C)c(O)c(C2(O)C(=O)c3ccccc3C2=O)c1	-0.6	-0.304	26.8	0.9	4.4	-10.4	7.9	7.3	4.2
CC(=O)Nc1ccc(S(=O)(=O)N2CCN=C2C)cc1	-4.2	0.0125	3.3	-28.1[20 µM]	-15.8	-17.6	-4.3	-3.9	2.6
COc1cc(/C=N/NC(=O)CNc2n[nH]c(=O)[nH]c2=O)ccc1O	-2.4	0.492	-6.9	-18.7	-18.8	-5.5	1.2	-3.2	-1.6[fluorescence artefact?]
CCCN(Cc1ccccc1)C(=S)Nc1cccc(C(F)(F)F)c1	-3.2	-0.664	-12.3	-9.3	-2.9	-6.6	1.9	-8.6	22.2
O=C(NCCc1ccccc1)C1CCN(c2ncccn2)CC1	2.6	0.505	.	-34.1	-0.9	-0.9	.	-3.3	0.0
COc1ccccc1N1CCN(C(c2ccccc2)c2nnnn2CCc2ccccc2)CC1 (centres undefined)	7.8[fluorescence artefact?]	-0.731	-11.0	-17.6[20 µM]	-15.0	-21.2	-7.4	-0.4	36.0
Cc1ccc(N(CC(=O)NCc2ccc(F)cc2)S(=O)(=O)c2cccs2)cc1	3.0	.	-15.0	-20.4[20 µM]	8.2	0.3	0.3	-14.6	-4.2
CCOC(=O)C1CCN(CCC(=O)Nc2ccc(C)cc2)CC1	-1.1	1.12	-2.2	-26.7	-4.2	-7.0	-1.7	-11.7	-10.0
CCn1c(=O)c([N+](=O)[O-])c(N2CCN(Cc3ccc4c(c3)OCO4)CC2)c2ccccc21	-0.7	-1.61	3.1	-8.8	0.3	-4.5	14.8	5.6	-3.0
COc1ccc(OC)c2c(N3CC(C)OC(C)C3)cc(C(F)(F)F)nc12 (centres undefined)	8.5	0.773	-5.7	-10.6	-12.6	-1.8	2.0	-0.8	1.4
Cc1cc(NC(=O)COC(=O)C2CCCN2C(=O)c2cccs2)no1 (centres undefined)	-14.8	-0.165	-22.2	-29.1	-15.4	-2.8	3.8	-6.3	-8.1[fluorescence artefact?]
O=C(NNC(=O)c1cccc(S(=O)(=O)N2CCN(c3ccccc3)CC2)c1)c1ccc(Cl)cc1	-1.6	-0.0578	-10.0	-20.8	6.3	-1.2	-0.7	-8.1	-7.8[fluorescence artefact?]
Fc1cccc(C2NC(=S)NC3=C2N2CCC3CC2)c1 (centres undefined)	8.8[fluorescence artefact?]	-0.383	5.3	-13.7[20 µM]	-0.3	-10.1	-9.3	0.4	3.8
CCCOc1ccccc1C(=O)NCCCC(=O)O	4.5	1.27	-7.5	-18.3	-17.7	-4.7	0.2	3.8	8.3
Cc1cc(C)c2c(c1)/C(=c1/sc3n(c1=O)CN(c1ccccc1)CN=3)C(=O)N2	-5.9	-0.315	1.3	-11.2	-6.9	-4.8	5.9	-1.6	0.7
Cc1ccc(C(=O)NC2(C(Cl)Cl)N=C(c3ccccc3)N=C2N)cc1 (centres undefined)	-0.3	-0.811	-3.8	-20.0	-13.9	-7.6	0.9	-2.3	-6.2
Nn1c(SCC(=O)N2CCCc3ccccc32)nncc1=O	1.8	0.818	-9.4	-14.9	-7.0	2.9	-0.3	-9.7	-4.0
O=C(NCc1ccc2c(c1)OCO2)c1cc2c(s1)CS(=O)(=O)C2	-11.3	-0.552	-9.3	-14.0	-12.4	-14.7	-1.0	-1.7	2.5
CSc1ccc(S(=O)(=O)NC(C)c2ccccc2)cc1 (centres undefined)	-1.1	-1.44	-8.5	-20.1	-10.4	-12.5	15.0	-1.9	-6.1
Cc1cc(NC(=O)c2ccc(Cn3nc(C)c(Br)c3C)o2)no1	-1.4	.	-18.3	-34.1[20 µM]	-9.0	-2.7	-1.1	-2.3	-2.9
O=C(O)CCCNC(=O)Cc1ccccc1	-11.0	0.408	2.4	-19.5	-3.9	-0.6	-9.8	-2.1	8.4
O=S(=O)(c1ccccc1F)N1CCN(Cc2nc3ccccc3[nH]2)CC1	3.3	1.07	-25.1	-8.2[20 µM]	0.3	-12.9	4.9	-11.0	81.7*
C=CCc1ccc2oc(C(=O)OCC)cc(=O)c2c1O	-2.8	.	-4.7	-10.3	-7.2	1.1	12.9	-4.6	-9.2
CCOC(=O)Nc1cc(OCC)c(NC(=O)C2CC2)cc1OCC	-4.4	0.174	2.4	-22.1[20 µM]	-6.3	-8.2	-4.4	-3.8	3.4
CCOc1ccc(Br)cc1S(=O)(=O)Nc1ccc(Cl)c(S(=O)(=O)N(CC)c2ccccc2)c1	9.5[fluorescence artefact?]	-0.249	-8.1	-11.7	-17.6	-23.9	-8.8	-4.9	10.2
O=C(c1ccccc1)c1ccc(N2CCOCC2)c(F)c1	5.6	.	-1.1	7.9	-6.8	-11.1	.	4.0	-1.5
Cc1ccc(Nc2ccc(N3CCN(c4ccc([N+](=O)[O-])cc4)CC3)nn2)cc1	3.3	1.13	-14.3	-12.7	-13.3	-14.6	-5.1	2.6	-1.9
CC(/C=C/c1ccco1)=N/NC(=O)OC(C)(C)C	9.1[fluorescence artefact?]	1.42	-7.7	-23.9	-13.2	-19.2	-58.2	-1.6	-8.5
N#Cc1ccc(C23CC4(C2)[C@H](CN(Cc2ccc(-c5ccccc5)cc2)[C@@H]4c2ccccc2)C3c2ccccc2)cc1 (some centres undefined)	-6.9	3.67*	3.0	-34.0	-37.9	-25.0	-3.7	0.8	-1.0
COc1ccc(S(=O)(=O)Nc2ccccc2-c2nnn(CC(=O)Nc3ccccc3OC)n2)cc1	15.5	-0.229	-13.1	-23.3	-5.4	-14.4	9.1	-7.8	-11.0
